EPAC1 agonist = EPAC1 (human) agonism; O95398; EPAC1 agonist qHTS, biochemical assay; response scale: 100% = response to 6.5 mM cAMP; Potency, µM (highest dose often 154 µM), without a hit: at the top dose activation, actives largely listed as activators; 360,000 tested, 0.073% active; AID 720707; further: potency means the concentration at half of the fitted maximal effect; nearly all actives have a fitted effect of over 60% in size
Target sequence (O95398 whole entry, looked up): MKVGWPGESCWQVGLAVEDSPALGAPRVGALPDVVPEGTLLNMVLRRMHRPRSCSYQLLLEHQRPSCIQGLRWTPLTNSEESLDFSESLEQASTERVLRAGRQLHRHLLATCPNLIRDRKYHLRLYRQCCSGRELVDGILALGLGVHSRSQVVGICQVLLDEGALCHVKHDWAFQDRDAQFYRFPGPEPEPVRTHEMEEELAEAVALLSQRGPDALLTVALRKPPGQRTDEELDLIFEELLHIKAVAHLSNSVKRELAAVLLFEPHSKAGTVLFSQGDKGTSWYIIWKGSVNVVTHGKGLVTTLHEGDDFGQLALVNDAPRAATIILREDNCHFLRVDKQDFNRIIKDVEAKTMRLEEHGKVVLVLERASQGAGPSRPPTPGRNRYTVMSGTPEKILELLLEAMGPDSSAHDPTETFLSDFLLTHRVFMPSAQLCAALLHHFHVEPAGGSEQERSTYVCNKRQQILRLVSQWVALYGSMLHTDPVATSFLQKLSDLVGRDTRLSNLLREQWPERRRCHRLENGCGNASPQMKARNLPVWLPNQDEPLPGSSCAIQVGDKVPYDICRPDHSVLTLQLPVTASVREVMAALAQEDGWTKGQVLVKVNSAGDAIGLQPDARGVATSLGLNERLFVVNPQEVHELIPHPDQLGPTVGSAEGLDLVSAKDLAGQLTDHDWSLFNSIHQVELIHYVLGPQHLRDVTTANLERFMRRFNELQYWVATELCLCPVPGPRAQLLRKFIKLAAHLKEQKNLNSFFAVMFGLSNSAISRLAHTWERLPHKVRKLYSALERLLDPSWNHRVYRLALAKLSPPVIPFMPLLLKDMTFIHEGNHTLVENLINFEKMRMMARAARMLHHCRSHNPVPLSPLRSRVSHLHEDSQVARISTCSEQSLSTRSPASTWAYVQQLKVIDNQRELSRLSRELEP
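Nucleotide exchange by EPAC1 (100 nM) on Rap1B–BODIPY-GDP (250 nM) in the presence of 50 uM GDP is tracked fluorescently at 480/540 nm over 30 min. Signals are normalized to a 6.5 mM cAMP control.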
EPAC1 antagonist = EPAC1 (human) antagonism; Potency, µM (titrated, usually from 115 µM), inactives show at the highest dose activity change, negative = inhibition, most hits filed as inhibitors; EPAC1 GEF assay, Rap1b-BODIPY-GDP exchange fluorescence; O95398; AID 720709; 360,000 tested, 0.14% active;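 further: potency means the concentration at half of the fitted maximal effect; plate controls were vehicle for no effect and positive control for full effect; nearly all actives have a fitted effect of over 50% in size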
PLK1 PBD block = inhibitors of human PLK1 polo-box domain binding. Plk1 PBD binding of FITC phosphopeptide, fluorescence polarization. Potency, µM, for the others: max response, negative = inhibition, usual class: inhibitors. P53350. 360,000 tested, 2.8% active; further: potency means the concentration at half of the fitted maximal effect; series mostly up to about 57 µM; on the % scale 0 is the no-effect control and ±100 the full control effect; nearly all actives have a fitted effect of over 65% in size
WRN inhibitor = inhibitors of human WRN helicase. Potency, µM (titrated, usually from 114 µM), inactives show top-dose activity change, negative = inhibition, actives largely listed as inhibitors. 360,000 tested, 0.46% active. Q14191. WRN helicase unwinding, fluorescent forked duplex, kinetic; further: potency means the concentration at half of the fitted maximal effect; on the % scale 0 is the no-effect control and ±100 the full control effect; nearly all actives have a fitted effect of over 55% in size
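Kinetic fluorescence helicase assay: unwinding of a quenched forked DNA duplex (100 nM final) with 2 mM ATP final raises red fluorescence (525/598 nm). Compounds sat 15 min at room temperature with 20 nM WRN beforehand.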
MmCpn inh = blocks the Methanococcus maripaludis chaperonin Mm-Cpn | 330,000 tested, 0.031% active | purified Mm-Cpn ATPase, ADP Transcreener TR-FRET | Potency, µM (top dose mostly 76.9 µM), inactives show at the top dose activity, negative = inhibition, actives largely listed as inhibitors; further: potency means the concentration at half of the fitted maximal effect; on the % scale 0 is the no-effect control and ±100 the full control effect; nearly all actives have a fitted effect of over 80% in size
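ATPase turnover read by TR-FRET ADP competition (Eu cryptate antibody/ADP-d2, 665/590 nm): 10uM ATP final, 25nM Mm-CPN final, 30 min 37degC after 10-min compound preincubation, pH 7.4 Tris/KCl/MgCl2/DTT buffer.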
PI5P4Ka inh = blocks human PI5P4K alpha kinase activity | P48426 | PI5P4Kalpha enzyme, ADP-Glo luminescence, 60 min; active compounds read low | max response, % | 330,000 tested, 1.2% active | AID 652105; active means max response of -50% or lower; further: value at the top dose of about 77 µM; on the % scale 0 is the no-effect control and ±100 the full control effect
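Quantitative HTS of the MLSMR library against PI5P4Kalpha with substrate. ATP added last at 5 microM final; room temperature, 60 minutes. Remaining ATP depleted, ADP converted and read as luminescence.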
EPAC2 antagonist = EPAC2 (human) antagonism | Q8WZA2 | EPAC2 GEF exchange of Rap1B-BODIPY-GDP, fluorescence | Potency, µM (series often up to 114 µM), for the others: top-dose activity, negative = inhibition, usual class: inhibitors | 360,000 tested, 0.18% active; further: potency means the concentration at half of the fitted maximal effect; on the % scale 0 is the no-effect control and ±100 the full control effect; nearly all actives have a fitted effect of over 45% in size; many of its hits are not listed in these tables
CCT chaperon mod = modulators of cytosolic chaperonin (CCT/TRiC) activity; activity change, % (no concentration beside the values), hits read low; 360,000 tested, 0.3% active; purified chaperonin ATPase assay, HTRF ADP detection, 30 min; AID 651819; in the data active means activity change below about -30%; further: on the % scale 0 is the no-effect control and ±100 the full control effect
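Nucleotide hydrolysis assay: TRiC at 20–40 nM final (set by batch activity) with 10 uM ATP, 30 min at 37 °C, in presence of 76 uM compound. Detection by competitive ADP HTRF, 30 min ambient.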
* marks the source's active call; other numbers are inactive results; x = not tested or not shown. Unless noted, the call rests on the fitted dose curve; in most records, active means well fitted curve in the direction sought with a large enough effect; inconclusive means small, poorly fitted or top-dose-only effect, or another doubt; inactive means no such curve, though single readings can be large; an effect the other way counts as inactive or inconclusive. Not all compounds are listed. The share of hits here may be higher or lower than overall.

SMILES	EPAC1 agonist	EPAC1 antagonist	PLK1 PBD block	WRN inhibitor	MmCpn inh	PI5P4Ka inh	EPAC2 antagonist	CCT chaperon mod
Cn1c(=O)[nH]c(=O)c2c1nc1n2CCCN1CCc1ccccc1	1%	-8%	-10%	-34%	1%	-6	0%	0.9
Cc1cc(C)n2c(SCC(=O)Nc3ncc(C(F)(F)F)cc3Cl)nnc2n1	8%	-1%	-27%	-6%	2%	-3	-4%	-2.9
Cc1ccc(NC2CCCN(C(=O)c3cccc4nccnc34)C2)cc1C (centres undefined)	-4%	1%	3%	-4%	0%	-3	-4%	-1.3
CCOc1cccc(C(=O)Nc2cccc(C(=O)NC(C)(C)C)c2)c1	0%	5%	-1%	3%	-1%	0	5%	-0.7
COc1ccc(CCNC(=O)Nc2ccc3c(c2)c(=O)n(C)n3Cc2ccc(F)cc2)cc1OC	-3%	2%	3%	-1%	x	1	21%	-0.7

Profiles, looked up by structure.
Results for Cc1ccc(NC2CCCN(C(=O)c3cccc4nccnc34)C2)cc1C (centres undefined) = EPAC1 agonist: -4%; EPAC1 antagonist: 1%; PLK1 PBD block: 3%; WRN inhibitor: -4%; MmCpn inh: 0%; PI5P4Ka inh: -3; EPAC2 antagonist: -4%; CCT chaperon mod: -1.3
Results for Cn1c(=O)[nH]c(=O)c2c1nc1n2CCCN1CCc1ccccc1 = EPAC1 agonist: 1%; EPAC1 antagonist: -8%; PLK1 PBD block: -10%; WRN inhibitor: -34%; MmCpn inh: 1%; PI5P4Ka inh: -6; EPAC2 antagonist: 0%; CCT chaperon mod: 0.9

Three compounds from above, arranged by their value in MmCpn inh, lowest first.
smiles | EPAC1 antagonist | PLK1 PBD block | WRN inhibitor | MmCpn inh | PI5P4Ka inh | EPAC2 antagonist | CCT chaperon mod
CCOc1cccc(C(=O)Nc2cccc(C(=O)NC(C)(C)C)c2)c1 | 5% | -1% | 3% | -1% | 0 | 5% | -0.7
Cc1ccc(NC2CCCN(C(=O)c3cccc4nccnc34)C2)cc1C (centres undefined) | 1% | 3% | -4% | 0% | -3 | -4% | -1.3
Cn1c(=O)[nH]c(=O)c2c1nc1n2CCCN1CCc1ccccc1 | -8% | -10% | -34% | 1% | -6 | 0% | 0.9

Compound activity: PubChem BioAssay, National Center for Advancing Translational Sciences (NCATS)
